SSB-PriA inh – inhibitors of Klebsiella pneumoniae PriA binding to SSB C-terminal tail, primary screen, biochemical, AlphaScreen; AlphaScreen SSBct-PriA binding, biotinylated peptide; inhibition, % at 33 µM; 0.6% of 430,000 active; in the data active means inhibition mostly above about 37%, no sharp cut-off; inactive means mostly below about 20%;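 further: plate controls were negative control peptide for no effect and reference peptide for full effect; strong numbers were not always called active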
CCHFV vOTU inh – CCHFV vOTU protease inhibitors, primary screen, biochemical, Pep-AMC substrate, fluorescence; Crimean-Congo hemorrhagic fever virus L polyprotein viral ovarian tumor (vOTU) protease …; AID 651958, 2012; 0.55% of 370,000 active; inhibition, % at 11.5 µM; in the data active means inhibition above about 30%; further: 0% = vehicle wells with enzyme and 100% = no enzyme wells
3CLpro inhibitor – SARS-CoV 3CLpro protease inhibitors, primary screen, biochemical, quenched FRET; inhibition, % at 6 µM; Replicase polyprotein 1ab (Severe acute respiratory syndrome coronavirus), P0C6X7; 0.14% of 290,000 active; recombinant SARS-CoV 3CLpro, quenched FRET peptide cleavage; AID 1706, 2009; in the data active means inhibition above about 12%
TcdB GH inh – TcdB glycohydrolase inhibitors, primary screen, biochemical, single point, plate reader; Toxin B (Clostridioides difficile), P18177; TcdB glycohydrolase enzymatic assay; inhibition, % at 9.99 µM; 0.24% of 350,000 active; AID 652162, 2013; in the data active means inhibition above about 10%
Y pestis TopoI – Yersinia pestis topoisomerase I inhibitors, primary screen, biochemical, cleavage product accumulation, plate reader, single point | DNA topoisomerase I (Yersinia pestis CO92) | Y. pestis Topo-I cleavage product accumulation | activity, % at 10 µM | 0.064% of 360,000 active; in the data active means activity above about 50%, passing the limit was not always enough; inconclusive means no clear call, values can overlap the other calls; further: inactives centre near 2
PfHsp40 yeast – rescue of yeast from PfHsp40 toxicity, primary screen, S. cerevisiae, ATP luminescence; AID 504582, 2011; growth rescue, % at 12.5 µM; 0.68% of 340,000 active; S. cerevisiae expressing PfHsp40, growth rescue; in the data active means growth rescue above about 28%, passing the limit was not always enough; inconclusive means no clear call, values can overlap the other calls;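 further: yeast W303a lacking pdr1 and pdr3 grown in galactose medium; growth measured after three days at 30 °C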
Anthrax LF prot – Bacillus anthracis LF protease inhibitors, primary screen, biochemical, multiplex microsphere, MLPCN library; multiplex microsphere protease cleavage assay; inhibition, % at 10 µM; 0.12% of 360,000 active; further: plate controls were buffer without enzyme for full effect and enzyme alone for no effect
Target sequence (P15917 whole entry, looked up): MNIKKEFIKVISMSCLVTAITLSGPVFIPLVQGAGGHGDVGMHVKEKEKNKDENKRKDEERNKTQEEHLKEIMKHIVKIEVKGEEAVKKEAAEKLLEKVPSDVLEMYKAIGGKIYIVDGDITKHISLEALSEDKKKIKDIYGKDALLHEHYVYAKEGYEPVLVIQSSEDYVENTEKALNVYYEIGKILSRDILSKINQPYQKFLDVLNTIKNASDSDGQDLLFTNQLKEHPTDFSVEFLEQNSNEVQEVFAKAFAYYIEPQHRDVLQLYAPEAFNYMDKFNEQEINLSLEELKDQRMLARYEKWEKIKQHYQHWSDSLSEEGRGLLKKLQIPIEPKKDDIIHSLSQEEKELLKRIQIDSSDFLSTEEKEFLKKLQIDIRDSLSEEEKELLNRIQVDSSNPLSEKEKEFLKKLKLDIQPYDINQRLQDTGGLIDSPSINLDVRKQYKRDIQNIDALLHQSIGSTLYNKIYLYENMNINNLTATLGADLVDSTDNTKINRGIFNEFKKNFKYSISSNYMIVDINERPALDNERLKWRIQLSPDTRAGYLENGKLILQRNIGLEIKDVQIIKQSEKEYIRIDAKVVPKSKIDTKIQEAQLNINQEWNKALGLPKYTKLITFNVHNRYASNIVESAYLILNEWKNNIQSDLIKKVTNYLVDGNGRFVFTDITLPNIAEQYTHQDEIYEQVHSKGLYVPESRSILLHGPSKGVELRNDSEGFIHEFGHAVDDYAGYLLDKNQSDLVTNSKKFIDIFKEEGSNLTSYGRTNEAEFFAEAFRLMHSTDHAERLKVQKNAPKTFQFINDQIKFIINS
BoNT A protease – BoNT/A light chain protease inhibitors, primary screen, biochemical, flow cytometry, MLPCN library. AID 588499, 2011. Botulinum neurotoxin type A light chain protease (Clostridium botulinum A str. ATCC 3502). inhibition, % at 10 µM. multiplex microsphere protease substrate cleavage. 0.17% of 360,000 active; further: plate controls were buffer without enzyme for full effect and enzyme alone for no effect
DUSP3 inh – VHR1 phosphatase inhibitors, primary screen, biochemical, absorbance, uHTS | Dual specificity protein phosphatase 3 (Homo sapiens), P51452 | recombinant VHR phosphatase, pNPP absorbance | inhibition, % at 13.3 µM | 0.52% of 290,000 active; in the data active means inhibition above about 50%; further: some compounds called inactive have numbers as strong as hits
Target sequence (P51452 whole entry, looked up): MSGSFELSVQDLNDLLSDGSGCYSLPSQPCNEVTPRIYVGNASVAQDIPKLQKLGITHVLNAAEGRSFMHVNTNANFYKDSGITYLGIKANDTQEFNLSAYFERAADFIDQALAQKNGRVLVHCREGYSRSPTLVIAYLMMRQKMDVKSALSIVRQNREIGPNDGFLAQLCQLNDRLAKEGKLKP
Vc quorum ag – inducers of Vibrio cholerae quorum light production without autoinducers, primary screen, BH1578 luxS cqsA deficient, single point; V. cholerae BH1578 lux reporter, luminescence, 6 h; activation, % at 18.7 µM; 0.16% of 350,000 active; in the data active means activation mostly above about 9.7%, no sharp cut-off; inconclusive means no clear call, values can overlap the other calls; inactive means mostly below about 3.7%; further: not every result past the cut was called active; inactives centre near 0; reference of the scale not given here
The depositor's hits bear a star; i = inactive; ? = inconclusive; / = not tested or not shown; & = joins results of further samples. Unless noted, no stated cut-off is given here; in the data, active means inhibition above about 30%; inconclusive means no clear call, values can overlap the other calls; inactive means below that. These rows are one share of the data; rates above refer to the full screens.

molecule	PfHsp40 yeast	TcdB GH inh	3CLpro inhibitor	Vc quorum ag	Anthrax LF prot	Y pestis TopoI	SSB-PriA inh	DUSP3 inh	BoNT A protease	CCHFV vOTU inh
Cc1ccc(S(=O)(=O)NC(N)=NCCc2ccccc2)cc1C	-0.9	-0.8	1	-0.3	1	12	-12	-4	2.6	0
CCN(CC(=O)Nc1ccccc1C(F)(F)F)C(=O)CSCc1ccc(C)cc1	2.7	3.5	/	i	-2	19	-15	/	0.2	0
Cc1ccc2nc(NC3=NC4(CCCC4)C4=C(CCCC4=O)N3)oc2c1	/	1.5	/	i	-7	8	/	/	-0.2	-2
COc1ccc(CC(=O)Nc2cccc(-c3nnc(-c4ccccc4)o3)c2)cc1OC	0.4	-3.9	-9	i	1	-10	-2	-17	0.2	15
O=C(O)CCC(=O)c1ccc(C2CCCCCC2)cc1	/	-0.1	/	/	-3	/	/	/	-0.6	11
CCOc1cc2c(cc1OC)C(NC(=O)c1ccco1)CC2=O (stereo unspecified)	-3.0	-0.8	2	0.3	-10	2	-2	/	0.2	-13
COCc1cccc(N2C(=O)CC(C3C=C(C)C4C(=O)N(c5cccc(COC)c5)C(=O)C4C3)C2=O)c1 (stereo unspecified)	-0.8	0.0	-4	0.1	-3	22	-13	21	0.6	6
OCCN(Cc1ccccc1)Cc1ccc(Cl)cc1	0.8	0.2	-2	-0.2	-2	9	-14	-2	-0.6	2
Cc1cc([N+](=O)[O-])nn1CC(=O)N1CCN(Cc2ccccc2)CC1	-0.8	-0.2	0	-0.3	-2	0	-2	15	-0.9	-11
CCOC(=O)c1sc(NC(=O)COC(=O)CNC(=O)C2CCCCC2)c(C(=O)OCC)c1C	-0.8	/	-1	-0.9	0	3	-13	-4	0.5	-14
OC(COCc1ccccc1)CN1CCCCC1 (stereo unspecified)	-1.3	-1.4	0	i	-2	1	0&-4	-12	-0.4	-2
O=C(COC(=O)c1cc2ccccc2oc1=O)Nc1cccc(S(=O)(=O)N2CCCCCC2)c1	-1.1	/	3	i	-2	1	-27	-10	-0.6	2
CN1C(=O)N(C)C(=O)C(CCc2ccncc2)(Cc2ccc3c(c2)OCO3)C1=O	-1.1	/	-3	i	3	11	4	19	0.8	-8
O=C(NNC(=O)C1CCCCC1)c1ccco1	1.1	2.0	5	i	-8	-15	-8	16	0.6	-2
COc1ccc(NC(=O)C(=O)NCCN2CCN(C(=O)c3cccc(Br)c3)CC2)cc1	2.8	1.7	0	i	6	8	-12	32	-1.2	-4
c1ccc(CCNC2=NCCS2)cc1	1.2	0.7	1	-1.2	12	0	-5	6	-0.4	3
Cn1c(C(=O)NC2CCCC2)cc2c(=O)n(C)c3ccccc3c21	-0.7	0.7	1	0.9	-2	22	3	13	-0.1	-2
O=C(O)CNC(=S)N(Cc1ccco1)Cc1ccccc1Cl	-0.6	-0.1	2	-0.8	-2	2	4	0	0.2	-9
O=C(NCC1CCCO1)C1c2ccccc2C(=O)N1Cc1ccc2c(c1)OCO2 (stereo unspecified)	0.1	/	2	-3.0	-1	-2	-6	16	0.6	14
COc1ccc(-c2ccccc2)cc1NC(=O)[C@@H]1O[C@H](CO)[C@@H](O)[C@H]1O	/	1.9	/	0.4	0	2	/	/	-0.5	-7
O=C(c1ccccc1F)N1CCN(S(=O)(=O)c2ccc3ccccc3c2)CC1	30*	0.0	-1	-0.3	1	29	-3	-5	-2.8	-9
CCOC(=O)[C@]12CCC=C1N(CCC1=CCCCC1)C(=O)[C@H](CC(=O)NCCCCc1ccccc1)C2	/	0.8	/	/	-3	/	/	/	0.2	5
O=C(COc1ccc2ccc(=O)oc2c1)N1CCC(C(=O)O)(c2ccccc2)CC1	-0.5	0.1	2	-0.8	-4	2	-10	21	-0.5	-13
COc1ccc(NS(=O)(=O)c2cccc(C(=O)NCC(c3ccc(OC)cc3)N3CCCC3)c2)cc1 (stereo unspecified)	0.5	0.6	/	i	-11	-7	-8	/	-25	0
COC(=O)C1=C(N)Oc2cc(C)n(Cc3cccnc3)c(=O)c2C1c1ccccc1OC (stereo unspecified)	0.2	/	-3	12	-2	-3	-19	14	-0.2	6

Given with values under each structure: part of the list above.
Every second line gives: PfHsp40 yeast	TcdB GH inh	3CLpro inhibitor	Vc quorum ag	Anthrax LF prot	Y pestis TopoI	SSB-PriA inh	DUSP3 inh	BoNT A protease	CCHFV vOTU inh
Cc1ccc(S(=O)(=O)NC(N)=NCCc2ccccc2)cc1C
    -0.9	-0.8	1	-0.3	1	12	-12	-4	2.6	0
CCN(CC(=O)Nc1ccccc1C(F)(F)F)C(=O)CSCc1ccc(C)cc1
    2.7	3.5	/	i	-2	19	-15	/	0.2	0
Cc1ccc2nc(NC3=NC4(CCCC4)C4=C(CCCC4=O)N3)oc2c1
    /	1.5	/	i	-7	8	/	/	-0.2	-2
COc1ccc(CC(=O)Nc2cccc(-c3nnc(-c4ccccc4)o3)c2)cc1OC
    0.4	-3.9	-9	i	1	-10	-2	-17	0.2	15
O=C(O)CCC(=O)c1ccc(C2CCCCCC2)cc1
    /	-0.1	/	/	-3	/	/	/	-0.6	11
CCOc1cc2c(cc1OC)C(NC(=O)c1ccco1)CC2=O (stereo unspecified)
    -3.0	-0.8	2	0.3	-10	2	-2	/	0.2	-13
COCc1cccc(N2C(=O)CC(C3C=C(C)C4C(=O)N(c5cccc(COC)c5)C(=O)C4C3)C2=O)c1 (stereo unspecified)
    -0.8	0.0	-4	0.1	-3	22	-13	21	0.6	6
OCCN(Cc1ccccc1)Cc1ccc(Cl)cc1
    0.8	0.2	-2	-0.2	-2	9	-14	-2	-0.6	2
Cc1cc([N+](=O)[O-])nn1CC(=O)N1CCN(Cc2ccccc2)CC1
    -0.8	-0.2	0	-0.3	-2	0	-2	15	-0.9	-11
CCOC(=O)c1sc(NC(=O)COC(=O)CNC(=O)C2CCCCC2)c(C(=O)OCC)c1C
    -0.8	/	-1	-0.9	0	3	-13	-4	0.5	-14
OC(COCc1ccccc1)CN1CCCCC1 (stereo unspecified)
    -1.3	-1.4	0	i	-2	1	0&-4	-12	-0.4	-2

(listing goes on)
molecule	PfHsp40 yeast	TcdB GH inh	3CLpro inhibitor	Vc quorum ag	Anthrax LF prot	Y pestis TopoI	SSB-PriA inh	DUSP3 inh	BoNT A protease	CCHFV vOTU inh
C[C@@H](O)Cc1cn(CC(=O)NCCCCCCCCCCC(=O)N2CCNCC2)nn1	0.1	-0.6	/	0.6	4	14	3	/	0.1	-3
Cc1ccc(C2(C)NC(=O)N(CC(=O)NC(C)c3ccccc3)C2=O)cc1 (stereo unspecified)	0.0	0.3	-3	-0.4	-4	-3	-7	-12	0.3	13
COc1cccc(-c2nc(N3CCN(C)CC3)c3ccccc3n2)c1O	1.3	3.0	-4	-0.5	-3	-9	28	17	-2.0	-3
CC(=O)c1c(OC(=O)c2ccccc2Br)ccc2c(C)cc(=O)oc12	?	/	2	-0.3	-1	7	2	8	0.1	-12
O=C(COC(=O)CNC(=O)c1ccccc1)NC1CCCC1	0.1	0.2	/	i	-5	2	2	/	0.4	15
CCOc1ccc(NC(=O)Nc2ccccc2C(N)=O)cc1	-2.1	1.5	2	-8.3	-1	-1	-99	31	0.5	-16
CCOc1ncccc1C(=O)OCC(=O)c1c[nH]c2ccccc12	0.3	1.5	/	-2.1	15	3	4	/	37*	14
Cc1ccc2c(c1)N(CCCC(=O)Nc1cccc(C(F)(F)F)c1)C(=O)CO2	0.8	0.9	11	-0.2	-2	-4	2	-9	0.7	23
CC1=NN(S(=O)(=O)c2ccc(C)cc2)C(=O)c2ccccc2O1	-0.3	1.8	0	-0.4	-1	1	-6	5	-0.4	-2
O=C(C1CCCCC1)N1CCC2CC1c1cc(Cl)ccc12 (stereo unspecified)	0.8	0.0	/	0.2	-6	18	-4	/	-0.5	-5
O=C(COc1ccccc1F)Nc1nnc(-c2ccncc2)s1	11	/	-4	-1.2	-2	0	-12	16	0.9	-7
COc1ccc(C(=O)OCC(=O)NC(C)CCc2ccccc2)cc1OC (stereo unspecified)	-1.4	0.8	3	0.6	-13	3	0	10	1.4	-5
CCOC(=O)N1CCc2c(sc(NC(=O)C3=COCCO3)c2C(N)=O)C1	-0.5	2.5	-6	i	0	-6	-8	4	0.9	9
CC(/C=N/n1c(-c2ccc(C)cc2)n[nH]c1=S)=C\c1ccco1	2.4	/	4	-0.3	1	6	/	9	-0.7	9
CC(C)(C)C(=O)N1CCN(c2nc3ccc(Br)cc3s2)CC1	-0.2	0.2	-2	-0.3	3	2	2&-14	28	0.1	-6
CCOC(=O)c1[nH]ncc1CN1CCCC(C(=O)c2cccc(Cl)c2)C1 (stereo unspecified)	0.3	-0.8	0	-0.1	-3	1	-13	0	0.0	0
Cc1c(NC(=O)Cn2ccc([N+](=O)[O-])n2)c(=O)n(-c2ccccc2)n1C	0.7	/	-1	2.9	2	-2	-7	14	-0.2	2
Cc1ccc(CC2SC(=Nc3ccccc3)N(c3ccccc3)C2=O)cc1 (stereo unspecified)	0.7	/	-3	-4.1	0	-1	-21	-6	-0.3	4
Cc1ccc(N2C(=O)CC(Sc3nccc(C)n3)C2=O)cc1 (stereo unspecified)	1.6	1.2	-5	i	2	4	-8	12	-1.1	2
O=C(OCc1c(Cl)cccc1Cl)c1cccnc1	-0.4	/	-8	i	2	14	-18	16	-0.8	8
COc1ccc(S(=O)(=O)N2CN3CCN(C3)C2)cc1OC	-0.4	0.3	3	0.0	1	5	-4	4	0.3	-8
Cc1cccc(-c2nsc(SCC(=O)Nc3ccc4c(c3)OCO4)n2)c1	0.2	/	4	-0.1	-2	12	0	-6	-0.2	16
S=C1NC[C@H](c2ccccc2)N1CC1CCCCC1	0.0	2.4	3	i	-10	22	-3	3	-0.1	8
COc1ccc(C(C(=O)NC2CCCC2)N(Cc2ccccc2)C(=O)CNC(=O)c2ccco2)cc1 (stereo unspecified)	0.2	/	1	1.5	4	10	-5	38	-0.4	0
COc1cccc(/C=C/C(=O)OC(C)C(=O)Nc2c(C)n(C)n(-c3ccccc3)c2=O)c1 (stereo unspecified)	0.4	1.2	-7	i	-8	1	-2	8	0.6	-1
Nc1cc(OC(=O)c2ccc(F)cc2)nn1S(=O)(=O)c1ccc(F)cc1	-0.5	0.6	1	-0.2	-1	-7	-3	10	0.9	-21
COc1ccccc1CCNC1C2CC3CC(C2)CC1C3 (stereo unspecified)	-1.0	/	-3	-0.3	2	2	-1	-3	-1.2	-5
Nc1ccccc1OCCOCCOCCOc1ccccc1N	-2.2	/	-4	i	-8	-4	11	8	-1.4	3

Quoted at random: 2 entries already listed, in no set order.
molecule	PfHsp40 yeast	TcdB GH inh	3CLpro inhibitor	Vc quorum ag	Anthrax LF prot	Y pestis TopoI	SSB-PriA inh	DUSP3 inh	BoNT A protease	CCHFV vOTU inh
COc1ccc(C(C(=O)NC2CCCC2)N(Cc2ccccc2)C(=O)CNC(=O)c2ccco2)cc1 (stereo unspecified)	0.2	/	1	1.5	4	10	-5	38	-0.4	0
Cc1ccc(N2C(=O)CC(Sc3nccc(C)n3)C2=O)cc1 (stereo unspecified)	1.6	1.2	-5	i	2	4	-8	12	-1.1	2
